UTI89 phage lysis: protection from phage-mediated lysis, alamar blue read-out – E. coli UTI89, K1F phage, bacterial capsule biogenesis inhibitors (AID 488966); inhibition, % at 100 µM; hits with a dose series show IC50 in µM; hit rate 0.02% among 340,000; E. coli UTI89 K1F phage lysis, alamar blue, 2 h; higher % means a stronger effect;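 active = phage lysis inhibition, versus mean bacterial control, above a set limit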;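 note: capsule biogenesis inhibitors block K1F phage lysis so surviving cells raise fluorescence; higher fluorescence means more inhibition of phage lysis; actives were called in the ten point dose series up to 300 µM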
Numbers without * were called inactive; [ ] = remark or other dose. The list is partial. The share of hits here may be higher or lower than overall.

SMILES	UTI89 phage lysis
O=C(O)c1cccc2c1C(=O)c1ccc(-c3ccc(OC(F)(F)F)cc3)cc1S2(=O)=O	-1.3%
c1ccc(C[C@H]2CNCCN2CCC23CC4CC(CC(C4)C2)C3)cc1	3.8%
O=C(CN1C(=O)/C(=C/c2ccccc2)SC1=S)N1CCN(CCc2ccccn2)CC1	3.1%
Cc1ccc(C)c(N2CCN(C(=O)CCS(=O)(=O)c3ccc4c(c3)CCN4C(=O)C3CC3)CC2)c1	-0.1%
CCCCn1nc(C(=O)Nc2ccccc2N2CCCC2)c2ccccc2c1=O	0.3%[50 µM]
O=C(OCC(=O)N1CCCCC1)c1cccc(NS(=O)(=O)c2ccccc2)c1	0.8%[50 µM]
Cc1cc(Br)ccc1SCC(=O)OCC(=O)Nc1ccc2[nH]c(=O)[nH]c2c1	0.3%[50 µM]
Cc1ccc(S(=O)(=O)N2CCN(C(=O)CNC(=O)c3ccc(Br)o3)CC2)cc1	0.7%[50 µM]
CC(C)[C@H](NS(=O)(=O)c1ccc(Cl)cc1)C(=O)OCC(=O)c1c(N)n(C)c(=O)n(C)c1=O	0.5%[50 µM]
Cn1c(CC(=O)Nc2ccccc2Cl)nnc1SCC(=O)Nc1nncs1	0.4%
COC(=O)/C=C/c1cc(F)ccc1S(=O)(=O)NC(C)(C)C	0.9%
Cc1cccn2c(=O)c(/C=C(\C#N)C(=O)NC3CCS(=O)(=O)C3)c(Oc3ccccc3Cl)nc12 (stereo not given)	-0.1%
O=C(c1ccoc1)N1CCC2(CCCN(Cc3ccc(F)c(F)c3)C2)C1 (stereo not given)	0.0%
Cc1csc(=O)n1CC(=O)Nc1ccc(S(C)(=O)=O)cc1	7.6%
CCCOc1ccc(CC(=O)NCCc2ccccc2)cc1OC	0.1%
COc1ccc(/C=N/NC(=O)CNC(=O)c2ccncc2)cc1	0.1%
CC1C=CCC2C(=O)N(c3cccc(C(=O)NCc4ccccc4)c3)C(=O)C12 (stereo not given)	0.2%
CC(=O)Nc1ccc(C(=O)NCCN2CCOCC2)cc1	0.0%
COc1ccc(NS(=O)(=O)c2cc(NC(=O)Cc3n[nH]c(=O)c4ccccc34)ccc2OC)cc1	0.4%[50 µM]
COc1ccc(C(C)=O)cc1COC(=O)CCNS(=O)(=O)c1ccc(C(C)=O)cc1	-0.1%
CNC(=O)c1cc(C(=O)c2ccccc2Br)c[nH]1	0.4%
Cc1cccc(NC(=O)CCc2ccccc2)c1C	0.3%
COc1ccc2[nH]c(C(=O)N3CCN(C)CC3)c(C)c2c1	2.5%[50 µM]
Clc1ccc(-c2nsc(N3CCOCC3)n2)c(Cl)c1	0.3%
COc1ccc(OC)c(C(C)NS(=O)(=O)c2cccs2)c1 (stereo not given)	0.4%[50 µM]
Cc1cc(C)c(NS(=O)(=O)c2ccc3c(c2)NC(=O)CCS3)c(C)c1	-0.2%
O=C1C2C3CCC(CC3)C2C(=O)N1c1ccccc1 (stereo not given)	-0.1%
Cc1ccccc1S(=O)(=O)Cc1ccc(C(=O)NC2CC2)o1	0.1%
COc1cc(C(C)=O)ccc1O	1.5%
O=C(NC1CCCCC1)c1cc(-c2ccc(O)cc2)on1	0.4%
O=C(N/N=C/c1cc2c(c([N+](=O)[O-])c1)OCO2)c1ccncc1	-0.1%
NC(=S)NN=C1CCCCC12CCCC2	3.0%
CCOC(=O)COc1ccc2c3c(c(=O)oc2c1)CCCC3	-0.2%
Cc1ccc(N2C(=O)N3[C@H](c4ccc(F)cc4)[C@@H]4C(=O)N(C5CCCCC5)C(=O)[C@@H]4[C@]3(C)C2=O)cc1	0.0%
COc1cc([N+](=O)[O-])ccc1NC(=O)Nc1ccc(C(=O)N2CCCC2)cc1	1.7%[50 µM]
Nc1nnnn1/N=C/c1cc(Cl)cc(Cl)c1O	-0.1%
COc1cc(NC(=O)NCC2CCN(Cc3ccccc3F)CC2)cc(OC)c1	1.7%[50 µM]
Cc1ccc(S(=O)(=O)Nc2cc(=O)[nH]c(SCC(=O)Nc3ccccc3C(F)(F)F)n2)cc1	0.8%
CCCNC(=O)COc1coc(CN2CCN(C(=O)c3ccco3)CC2)cc1=O	0.8%[50 µM]
COc1ccc(C(CC(=O)NC(C)c2ccc(-c3ccccc3)cc2)NC(C)=O)cc1 (stereo not given)	0.1%

Given as a markdown table: part of the list above
| compound | UTI89 phage lysis |
| --- | --- |
| COc1cc([N+](=O)[O-])ccc1NC(=O)Nc1ccc(C(=O)N2CCCC2)cc1 | 1.7%[50 µM] |
| Cc1ccc(N2C(=O)N3[C@H](c4ccc(F)cc4)[C@@H]4C(=O)N(C5CCCCC5)C(=O)[C@@H]4[C@]3(C)C2=O)cc1 | 0.0% |
| CCOC(=O)COc1ccc2c3c(c(=O)oc2c1)CCCC3 | -0.2% |
| NC(=S)NN=C1CCCCC12CCCC2 | 3.0% |

(more compounds)
SMILES	UTI89 phage lysis
CC(=O)N1c2ccc(S(=O)(=O)N3CCCC3)cc2CC1C(=O)NCc1ccc(N(C)C)cc1 (stereo not given)	1.5%
O=C(c1ccc(Cl)cc1)N1CCOc2ccccc21	-0.9%[50 µM]
Cc1cc(-c2ccc(C)c(S(=O)(=O)NCCC(C)N3CCCCCC3)c2)on1 (stereo not given)	0.0%
O=C(COCc1ccccc1)N[C@@H]1c2ccccc2CC[C@H]1OCc1ccccc1	-0.1%
O=C(NCc1ccccc1)C1CCCN(C(=O)NCc2ccccc2)C1 (stereo not given)	0.0%
Cc1ccc(NS(=O)(=O)c2cccc(C(=O)NCc3ccccn3)c2)cc1	0.8%[50 µM]
CNC(=O)C1CCN(S(=O)(=O)c2c(C)noc2/C=C/N(C)C)CC1	-0.1%
CN(CCc1ccccc1)C(=O)c1cccc(NC(=O)Cc2cccc(NC(=O)C3CCCN(C(=O)c4ccccc4)C3)c2)c1 (stereo not given)	0.2%
COc1cc(/C=C/C(=O)OCC(=O)N(C)Cc2ccccc2)cc(OC)c1OC	0.5%[50 µM]
CN(CCc1ccccn1)c1ccccc1	-1.6%

Gathered by group: the compounds so far containing a nitro group on carbon
SMILES	UTI89 phage lysis
O=C(N/N=C/c1cc2c(c([N+](=O)[O-])c1)OCO2)c1ccncc1	-0.1%
COc1cc([N+](=O)[O-])ccc1NC(=O)Nc1ccc(C(=O)N2CCCC2)cc1	1.7%[50 µM]

More entries.
SMILES	UTI89 phage lysis
O=C(NC1CCCCC1)c1ccc(-c2ccccc2)cc1	8.4%
CCOC(=O)c1ccc(OCC2NCCc3cc(OC)c(OC)cc32)cc1 (stereo not given)	0.5%
CCOc1ccc(NS(=O)(=O)c2ccc(C(=O)N3CCCCC3)cc2)cc1	-0.2%
Cc1ccccc1C(=O)N1CCN(c2ccc(NC(=S)NC(=O)c3ccco3)cc2)CC1	0.6%
O=C(COC(=O)c1ccccc1C(F)(F)F)NC(=O)NCc1ccco1	0.7%[50 µM]
C=CCN(CC=C)CC(=O)Nn1c(C)ccc1C	-1.2%
CC(C)(C)S(=O)N1Cc2cc(CO)cc(-c3ccccc3)c2[C@H]1CCO (stereo not given in full)	0.5%
COC(=O)C1=C(C(=O)OC)[C@@H]2N(Cc3ccccc3)c3ccccc3[C@@]23C[C@@H](C(=O)OC)N(C(=O)NC(C)(C)C)C3=N1	0.5%
CCCCN(CC)C(=O)Cn1ncc2c3ccccc3n(CCC)c2c1=O	1.5%[50 µM]
CC(=O)Nc1ccc(S(=O)(=O)N(C)c2ccc(OCCOc3ccccc3F)cc2)cc1	0.1%[50 µM]
CC(NC(=O)COC(=O)CN1C(=O)c2ccccc2C1=O)c1ccccc1 (stereo not given)	0.7%[50 µM]
CC(=O)c1cccc(NC(=O)C(C)OC(=O)C2CCC2)c1 (stereo not given)	2.5%[50 µM]
COC(=O)CCC[C@H]1CC2(C[C@H](CCCO[Si](C)(C)C(C)(C)C)N1C(=O)OC(C)(C)C)OCCO2	-0.3%
CCc1ccc(OC(C)C(=O)N(Cc2ccccc2)C2CCS(=O)(=O)C2)cc1 (stereo not given)	-0.2%
CC(C)c1ccc(NC(=O)Cc2ccc(NC3=NC4CS(=O)(=O)CC4S3)cc2)cc1 (stereo not given)	-1.3%
CCn1c2ccccc2c2cc(NC(=O)c3cccc([N+](=O)[O-])c3)ccc21	0.1%
CCOCCn1ccc2c(OCC(=O)Nc3ccccc3OC)cccc2c1=O	0.8%[50 µM]
CCCCC(=O)Nc1nc2c(s1)COc1ccccc1-2	2.2%
Cc1cccc(C=NOCCc2ccccc2)n1	-0.2%
Cc1cccc(/C=C/c2onc(C)c2S(=O)(=O)N2CCC(C(=O)N3CCC(C)CC3)CC2)c1	0.6%
Cc1cccc(N2CCN(C(=O)c3c(Cl)cnn3C)CC2)c1C	-0.2%
NC(=S)N=Nc1c(O)n(CC(=O)Nc2ccccc2)c2ccccc12	-0.1%
Cc1ccc(C(=O)NC(=S)NCc2ccccc2)cc1	-0.1%
CC(=O)Nc1ccc(C(=O)NCC2CCCCC2)cc1	0.1%
CC(C)(C)C(=O)Nc1ccc(C(=O)COC(=O)c2ccccn2)cc1	0.5%[50 µM]
CCOc1ccc(CNC(=O)C2CCCN(c3nnc(C)c4c(C)n(-c5ccccc5)nc34)C2)cc1 (stereo not given)	-0.2%
COc1ccc(-n2nnnc2CNC(=O)C(=O)c2c(C)[nH]c3ccccc23)cc1	1.6%[50 µM]
CCOc1ccccc1NC(=O)CCc1nnc2ccc(N3CCC(C)CC3)nn12	-0.1%
CC(Sc1ccc(S(=O)(=O)N2CCN(C)CC2)cn1)C(=O)NC1(C#N)CCCCC1 (stereo not given)	1.6%[50 µM]
CCOC(=O)C1CCCN(C(=O)c2ccc(S(=O)(=O)NCc3ccco3)cc2)C1 (stereo not given)	1.8%[50 µM]
O=C(CS(=O)(=O)c1ccccc1)N1CCN(c2ccccc2)CC1	1.7%[50 µM]
O=C(CC(Cc1ccccc1)C(=O)O)Nc1ccccc1 (stereo not given)	-0.2%
Cc1ccc(C2C(C#N)=C(N)Oc3cc(N)ccc32)cc1 (stereo not given)	0.3%
O=c1c2ccccc2nc(/C=C/c2cccc(Br)c2)n1CCCO	0.2%
C[C@@H]1CN([C@H](C)CO)C(=O)c2cc(NS(=O)(=O)c3ccc(F)cc3)ccc2O[C@@H]1CN(C)Cc1ccc(Cl)c(Cl)c1	0.3%
Cn1c(=O)oc2cc(S(=O)(=O)CCC(=O)NCCc3ccccc3)ccc21	-0.6%
CCOc1ccc(CCNC(=O)COC(=O)/C=C/c2ccc(OC(F)F)c(OC)c2)cc1OCC	1.0%[50 µM]
O=C(Cn1cc(C(F)(F)F)ccc1=O)NCc1ccc(F)cc1	0.2%
COc1ccc(C2/C(=C(/O)c3ccc(F)cc3)C(=O)C(=O)N2CCCN(C)C)cc1 (stereo not given)	0.4%
Cc1ccc(C(=O)OCC(=O)NCCc2ccccc2)cc1S(=O)(=O)N1CCOCC1	0.5%[50 µM]

Continued (2 carried over from the part before).
SMILES	UTI89 phage lysis
COc1ccc(C2/C(=C(/O)c3ccc(F)cc3)C(=O)C(=O)N2CCCN(C)C)cc1 (stereo not given)	0.4%
Cc1ccc(C(=O)OCC(=O)NCCc2ccccc2)cc1S(=O)(=O)N1CCOCC1	0.5%[50 µM]
Cn1c(=O)c2c(ncn2CCOc2cccc(Br)c2)n(C)c1=O	0.1%
CC(C)Oc1ccc(S(=O)(=O)N2CCOCC2)cc1NC(=O)C1CSC2(C)CCC(=O)N12 (stereo not given)	0.5%[50 µM]
CC(C)c1ccc(NC2CCCN(C(=O)c3ccc(Cn4cnnn4)cc3)C2)cc1 (stereo not given)	0.3%
CCCCc1cc(=O)oc2cc(C)cc(OCC(=O)NCc3ccccn3)c12	-0.2%

Screening results as filed in PubChem BioAssay.
